IMPase cell inh: IMPase inhibition in cells; P97697; 120,000 tested, under 10 active; inhibition (IP1 accumulation), % at 46.1 µM; CHO-M1 cells, IP1 accumulation, HTRF TR-FRET ratio; AID 901; active = well fitted curve in the direction sought with a large enough effect in the signal ratio, not every such curve was filed as active; inconclusive = small, poorly fitted or top-dose-only effect, or a change in a side signal; inactive = no such curve, though single readings can be large or run the other way; the % refers to the signal ratio;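 also: cells stimulated with carbachol in lithium chloride buffer; plate controls were DMSO basal wells for no effect and reference inhibitor wells for full effect; higher means more IMPase inhibition seen as more IP1 and lower FRET ratio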
Target sequence (P97697 whole entry, looked up): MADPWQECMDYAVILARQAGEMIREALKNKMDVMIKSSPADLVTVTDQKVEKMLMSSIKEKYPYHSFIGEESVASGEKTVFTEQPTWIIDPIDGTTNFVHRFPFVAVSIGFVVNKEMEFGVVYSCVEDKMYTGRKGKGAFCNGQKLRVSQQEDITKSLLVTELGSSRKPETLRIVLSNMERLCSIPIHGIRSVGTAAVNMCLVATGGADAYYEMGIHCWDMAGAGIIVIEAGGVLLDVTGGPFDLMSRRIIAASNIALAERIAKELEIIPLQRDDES
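Cellular IMPase inhibition is scored as a rise in cytosolic IP1, detected by competitive TR-FRET between d2-labelled IP1 and a europium anti-IP1 antibody. M1-expressing CHO cells were stimulated with carbachol for 30 min at 37C, with lithium (50 mM LiCl) present in the buffer.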
Numbers without * were called inactive; ? = inconclusive. Not all compounds are listed; the hit share may differ from the screen's.

SMILES	IMPase cell inh
CC1CCc2c(sc3nnn(CC(=O)Nc4cccc(C(F)(F)F)c4)c(=O)c23)C1 (configuration not stated)	?
COc1ccc(/C=C(\C#N)c2nc(-c3cc(Cl)ccc3OC)cs2)cc1	-3
CC(C)c1ccc(Nc2c(-c3ccc(N4CCOCC4)cc3)nc3ncccn23)cc1	1
COc1ccc(S(=O)(=O)N(CC(=O)Nc2ccc3c(c2)OCO3)c2ccc(C)cc2)cc1	0
CN(C)S(=O)(=O)N(CC(=O)NCCSc1ccc(Cl)cc1)c1ccccc1	-8
COc1cccc(OC)c1C(=O)Nc1nnc(C)s1	-6
COc1ccc(-c2nnc(SCC(=O)Nc3c(C)cccc3C)nc2-c2ccc(OC)cc2)cc1	-9
N#Cc1c(-n2ncnc2-c2ccc(F)cc2)sc2c1CCCCC2	-10
COC(=O)CNC(c1ccccc1)c1cc(Br)ccc1NC(=O)c1cc(OC)c(OC)c(OC)c1 (configuration not stated)	-5
CCOc1ccccc1NC(=O)c1c(NC(=O)Cc2ccccc2)sc2c1CCCC2	3
COC(=O)c1c(NC(=O)/C=C/c2ccc(OC)c(OC)c2)sc2c1CCC2	-2
C=C(C)CSc1nc2sc3c(c2c(=O)n1-c1ccccc1)CCC(C)C3 (configuration not stated)	-5
CC(=O)Nc1ccc(Nc2nnc(-c3ccc(C)c(S(N)(=O)=O)c3)c3ccccc23)cc1	-13
CCCOc1ccc(C(=O)Nc2ccc(-c3cc4ccccc4oc3=O)c(C)c2)cc1	-9
COc1cc(NC(=O)c2nc3ccccc3nc2N2CCCCC2)cc(OC)c1OC	7
CCn1c2ccccc2c2cc(CN3CCN(Cc4ccccc4Cl)CC3)ccc21	0
CCCOc1ccc(C(=O)Nc2cc3c(cc2N2CCCCC2)n(C)c(=O)n3C)cc1	-3
Cc1ccc(-c2nc3c(cnn3-c3ccccc3)c(=O)n2-c2ccc(Cl)cc2)cc1	4
Cc1ccc(C(=O)Nc2ccc3oc(-c4cc(Br)ccc4Cl)nc3c2)cc1	-10
Cc1ccc2c(c1)C(c1ccccc1)N(C(=O)c1ccc(S(=O)(=O)N3CCCCC3)cc1)CC(=O)N2 (configuration not stated)	-6
COc1ccc(-c2nc(SCC(=O)NCC3CCCO3)c(-c3ccc(C)cc3)[nH]2)cc1OC (configuration not stated)	-2
COc1ccc(NS(=O)(=O)c2ccc3c(c2)[C@H]2C=CC[C@H]2[C@@H](c2ccc(C(=O)O)cc2)N3)cc1	3
CCOC(=O)c1c(C)n(-c2ccccc2)c2ccc(OC(=O)c3c(F)cccc3F)cc12	-2
Cc1ccc(N2C(=O)NC(NS(=O)(=O)c3ccc(Cl)cc3)(C(F)(F)F)C2=O)cc1C (configuration not stated)	11
COc1ccccc1NC(c1ccc(Cl)cc1)c1nnc(-c2cccc(F)c2)o1 (configuration not stated)	-1
SMILES	IMPase cell inh
Cc1cccc(NC(=O)C2CCCN(S(=O)(=O)c3cccc4nonc34)C2)c1 (configuration not stated)	12
Cc1ccc2nc(NCc3ccccc3Cl)c3nnnn3c2c1	1
COc1cccc(CNC(=O)CCc2nc(-c3ccc(C)cc3)no2)c1	-5
Cc1ccccc1C(=O)Nc1cc2c(cc1N1CCCCC1)n(C)c(=O)n2C	8
CCOc1ccc(S(=O)(=O)N(CC(=O)Nc2ccc(OC)cc2OC)c2ccccc2)cc1	?
O=C(O)c1ccc(C2Nc3ccccc3-c3nnc(SCc4ccc(Cl)cc4)nc3O2)cc1 (configuration not stated)	11
CCc1ccccc1NC(=O)c1cc2nc(-c3ccc(OC)c(OC)c3)cc(C(F)(F)F)n2n1	-2
COC(=O)c1c(NC(=O)COc2cc(C)ccc2C(C)C)sc2c1CCC(C)C2 (configuration not stated)	0
CCOC(=O)c1cnc2c(ccc3ccccc32)c1Nc1ccc(OC)cc1OC	4
Cc1ccc(Nc2c(C(C)C)c(C)c(C#N)c3nc4ccccc4n23)cc1	-1
O=C(Nc1c(O)c2ccccc2oc1=O)c1ccccc1Cl	4
COc1ccccc1NC(=O)c1ccc(COc2ccc(C)c(C)c2)o1	0
COc1cc(C2Nc3c(C)cc(C)cc3-c3cc(C)nn32)cc(OC)c1O (configuration not stated)	-4
COc1ccc(-c2c(C#N)c(SCC(=O)Nc3ccccc3C)nc(C)c2C(=O)Nc2ccccc2)cc1OC	?
COc1ccc(-n2cc(-c3ccc4c(c3)OCO4)n(CC(=O)Nc3cc(Cl)ccc3C)c2=O)cc1	2
CC(C)Sc1nc2sc3c(c2c(=O)n1-c1ccccc1)CCCC3	-13
Cc1cc(S(=O)(=O)Nc2ccc(O)c(Sc3nc4ccccc4s3)c2)ccc1Cl	-11
Cc1cc2ccccc2n2c(SCC(=O)Nc3cccc(C(F)(F)F)c3)nnc12	?
CCOc1cc(C2C(C(=O)OC)=C(C)NC3=C2C(=O)c2ccccc23)cc(Cl)c1O (configuration not stated)	12
COc1cc(OC)cc(C(=O)N2CCN(C(=O)COc3ccc(C)cc3)CC2)c1	-6
COc1ccc(-c2cc(C(F)(F)F)n3nc(-c4ccc(Cl)cc4)cc3n2)cc1OC	?
O=C(c1ccc(Cl)cc1)n1nc(-c2ccccc2)nc1NCc1ccco1	18
COc1ccc(C2C(C(N)=O)=C(C)Nc3nc(-c4ccccc4Cl)nn32)cc1 (configuration not stated)	6
COc1ccc(-c2cc(C(F)(F)F)nc(SCC(=O)NC(C)c3ccccc3)n2)cc1 (configuration not stated)	3
CCOc1ccc(C2CC(=O)c3c([nH]c(C(=O)OCc4ccccc4)c3C)C2)cc1 (configuration not stated)	4

Some of the entries so far, with bars between the fields:
canonical_smiles | IMPase cell inh
COc1ccccc1NC(=O)c1ccc(COc2ccc(C)c(C)c2)o1 | 0
CCOC(=O)c1cnc2c(ccc3ccccc32)c1Nc1ccc(OC)cc1OC | 4

Looked up by structure from above (2):
SMILES	IMPase cell inh
COc1cccc(CNC(=O)CCc2nc(-c3ccc(C)cc3)no2)c1	-5
Cc1cc2ccccc2n2c(SCC(=O)Nc3cccc(C(F)(F)F)c3)nnc12	?

The results go on.
SMILES	IMPase cell inh
CCOc1cc(-c2nc(-c3ccc(-c4ccc(OC)cc4)nc3OC)no2)cc(OCC)c1OCC	?
COc1ccc2cc3cc(C(=O)N4CCN(c5cccc(Cl)c5)CC4)sc3nc2c1	1
COc1ccc(NC(=O)Cn2nnc3sc4c(c3c2=O)CCCC4)cc1	11
COc1ccc(N2CCN(C(=O)Nc3ccccc3Cl)CC2)cc1	4
Cc1c(NS(=O)(=O)c2ccc(Cl)cc2)c(=O)n(-c2ccccc2)n1C	1
CCc1ccc(C2c3c(oc4cc(C)c(C)cc4c3=O)C(=O)N2c2nc(C)c(C(=O)OC)s2)cc1 (configuration not stated)	2
Cc1ccc(NC2=CC(c3ccccc3F)N(c3ccc(C)cc3)C2=O)cc1 (configuration not stated)	3
CC(=O)c1ccc(NC(=O)CSc2nnc3c(n2)[nH]c2ccccc23)cc1	1
CCOC(=O)c1ccc(NC(=O)Cn2cc(C(=O)C3CC3)c3ccccc32)cc1	3
Cc1cc(C)c2oc(-c3cccc(NC(=O)c4ccco4)c3)nc2c1	4
COc1cc2ccccc2cc1C(=O)Nc1ccc2oc(-c3cc(Br)ccc3Cl)nc2c1	-6
Cc1cccc(N(CC(=O)NCCSCc2ccc(Cl)cc2)S(C)(=O)=O)c1C	-6
CCOc1ccc(S(=O)(=O)N(CC(=O)Nc2ccc3c(c2)OCO3)c2ccc(C)cc2)cc1	-16
O=C(Nc1sc2c(c1C(=O)N1CCCCC1)CCCC2)c1ccccc1Cl	7
O=S(=O)(Nc1ccc(Br)cc1F)c1ccc2nc(-c3ccccc3)[nH]c2c1	-5
O=C(c1cccs1)c1cn(CCOc2ccccc2F)c2ccccc12	-4
CC(C)(C)C1CCc2oc3ccc(NS(=O)(=O)c4ccc(C(=O)O)cc4)cc3c2C1 (configuration not stated)	1
O=C(CSc1nnc2scc(-c3ccc(Cl)cc3)n12)Nc1ccccc1F	9
N#C/C(=C/c1ccccc1Cl)c1nc(-c2cc3ccccc3oc2=O)cs1	3
O=C(CCn1nc(-c2ccccc2)c2ccccc2c1=O)Nc1ccccc1	0
CC(CNC(=O)c1ccc(Nc2nc3ccccc3n3nnnc23)cc1)c1ccccc1 (configuration not stated)	1
Cc1ccc(NS(=O)(=O)c2ccc3oc(=O)c4ncn(C)c4c3c2)cc1C	-6
CCOc1ccc(NC(=O)Nc2c(C)n(C)n(-c3ccccc3)c2=O)cc1	-2
CCc1nc2nc(C)cc(Nc3cc(C)ccc3C)n2n1	-8
CCOC(=O)C1CCN(CC(=O)N2CCCc3c2c(=O)oc2ccc(OCc4ccccc4)cc32)CC1	?
SMILES	IMPase cell inh
Cc1ccc(C(=O)O)cc1Nc1nc2ccccc2n2nnnc12	13
CCCOC(=O)c1ccc(Nc2nc3ccccc3nc2-n2nc(C)cc2C)cc1	6
COc1ccc(NC(=O)CN(c2ccccc2OC)S(C)(=O)=O)c(OC)c1	4
COc1cc(NC(=O)Cn2nc(C(F)(F)F)c3c2CCC3)cc(OC)c1OC	-10
CC1CCCCN1Cc1c(O)ccc2c(=O)c(-c3ccc(Cl)cc3)c(C(F)(F)F)oc12 (configuration not stated)	0
CCOc1cccc(C2c3c(oc4ccc(F)cc4c3=O)C(=O)N2CCOC)c1 (configuration not stated)	?
CCOC(=O)Cc1c(C)nc2cc(-c3ccc(C(C)(C)C)cc3)nn2c1C	-1
CCOc1ccccc1NC(=O)CSC1=Nc2ccccc2C2=NC(CC(=O)NC3CCCCC3)C(=O)N12 (configuration not stated)	?
Cc1ccc(Cl)cc1N1CCN(Cc2nnc(-c3ccc4c(c3)OCO4)o2)CC1	6
Cc1ccc(-c2nnc(Nc3cccc(Br)c3)c3ccccc23)cc1S(=O)(=O)NCC1CCCO1 (configuration not stated)	2
CCOC(=O)c1c(NC(=O)/C(C#N)=C/c2ccccc2)sc2c1CCC2	-4
Cc1cccc(N2CCN(C(=O)C3CCN(S(=O)(=O)c4c(C)noc4C)CC3)CC2C)c1 (configuration not stated)	17
COc1cc(NS(=O)(=O)c2ccc(NC(=O)C(C)Oc3ccc(Cl)cc3Cl)cc2)nc(OC)n1 (configuration not stated)	4
COc1ccc(N2CC(C(=O)Nc3ccc(NC(C)=O)cc3)CC2=O)cc1 (configuration not stated)	-3
Cc1ccc(Oc2nc3c(c(=O)n(Cc4ccccc4Cl)c(=O)n3C)n2C)cc1C	11
CCOC(=O)CN1C(=O)C(O)(CC(=O)c2cc(OC)ccc2OC)c2ccccc21 (configuration not stated)	-3
Cc1cc(C)cc(NC(=O)NCC2CCN(Cc3cc(C)ccc3C)CC2)c1	-8
CCOC(=O)c1ccc(NS(=O)(=O)c2ccc3c(c2)CCN3C(=O)CC)cc1	4
Cc1oc2c(cc(NS(=O)(=O)c3ccc(Br)cc3)c3ccccc32)c1C(=O)OCc1ccccc1	3
CCc1nc2nc(C)cc(Nc3cc(Cl)ccc3OC)n2n1	-3
CCOc1ccc(Nc2nc3ccccc3n3c(CC)nnc23)cc1	2
CCOC(=O)c1c(C)n(-c2ccc(OC)cc2)c2ccc(OC(=O)COc3ccccc3)cc12	?
COC(=O)c1ccc(NC(=O)Cn2cnc3c2c(=O)n(C)c(=O)n3C)cc1	-1
COc1ccc(C(=O)CC2(O)C(=O)N(Cc3ccccc3)c3ccc(Br)cc32)cc1 (configuration not stated)	4
CCN(CCCNC(=O)c1cc2cc3ccc(C)cc3nc2s1)c1ccccc1	6

Nothing new here: seven of the compounds above.
SMILES	IMPase cell inh
Cc1ccc(Cl)cc1N1CCN(Cc2nnc(-c3ccc4c(c3)OCO4)o2)CC1	6
Cc1ccc(-c2nnc(Nc3cccc(Br)c3)c3ccccc23)cc1S(=O)(=O)NCC1CCCO1 (configuration not stated)	2
CCOC(=O)c1c(NC(=O)/C(C#N)=C/c2ccccc2)sc2c1CCC2	-4
Cc1cccc(N2CCN(C(=O)C3CCN(S(=O)(=O)c4c(C)noc4C)CC3)CC2C)c1 (configuration not stated)	17
COc1cc(NS(=O)(=O)c2ccc(NC(=O)C(C)Oc3ccc(Cl)cc3Cl)cc2)nc(OC)n1 (configuration not stated)	4
COc1ccc(N2CC(C(=O)Nc3ccc(NC(C)=O)cc3)CC2=O)cc1 (configuration not stated)	-3
Cc1ccc(Oc2nc3c(c(=O)n(Cc4ccccc4Cl)c(=O)n3C)n2C)cc1C	11

The list continues.
SMILES	IMPase cell inh
COc1cccc(OCCn2c(-c3ccc(Br)cc3)nc3ccccc3c2=O)c1	-1
CCN(CC)C(=O)c1c(NC(=O)c2ccccc2F)sc2c1CCC(C(C)(C)C)C2 (configuration not stated)	2
Cc1cccc(N2CCN(S(=O)(=O)c3c(C)nc4scc(C)n4c3=O)CC2C)c1 (configuration not stated)	1
Cc1ccc(CNC(=O)c2ccc(Cn3c(=O)c4ccccc4n(CC(=O)Nc4c(C)cc(C)cc4C)c3=O)cc2)cc1	16
COC(=O)c1ccc(NC(=O)CN(CCc2ccccc2)S(=O)(=O)c2ccc(OC)cc2)cc1	2
COc1cc(OC)c(C2Nc3c(C)cccc3-c3cc(C)nn32)cc1OC (configuration not stated)	2
COc1cccc(-c2cc(C(F)(F)F)n3nc(-c4ccc(C)cc4)cc3n2)c1	-7
Cc1ccc(C)c(N2CCN(C(=O)C3CCC(CNS(=O)(=O)c4cccs4)CC3)CC2)c1 (configuration not stated)	7
CCOC(=O)c1cnc2c(ccc3ccccc32)c1Nc1ccccc1OC	-12
COC(=O)c1c(NC(=O)COc2c(C)ccc(C)c2C)sc2c1CCC(C)C2 (configuration not stated)	0
Cc1cc(C)n(-c2nc3cc(Cl)c(Cl)cc3nc2Nc2c(C)cccc2C)n1	-3
COc1c(Cl)cc(Cl)cc1/C=C(\C#N)c1nc(-c2ccc(Cl)cc2)cs1	-7
O=C(Nc1cccc2cccnc12)c1ccccc1[N+](=O)[O-]	1
